Assay outcomes as filed in PubChem BioAssay.
JMJD2A Tudor inh = JMJD2A Tudor domain (human) inhibition; O75164; Potency, µM (highest dose often 114 µM), without a hit: at the top dose activity change, negative = inhibition, actives largely listed as inhibitors; 4.4% of 390,000 active; AlphaScreen JMJD2A-Tudor / H3K4me3 peptide binding; also: potency is read from the fitted curve at half-maximal effect; % is scaled to controls: 0 for no effect and ±100 for the full control effect; nearly all actives have a fitted effect of over 50% in size
G9a block = inhibitors of human histone lysine methyltransferase G9a; G9a H3K9 monomethylation, AlphaScreen, 2 h; 8.8% of 350,000 active; Potency, µM (titrated, usually from 102 µM), for inactives: at the top dose activity, negative = inhibition, usual class: inhibitors; Q96KQ7; also: potency is read from the fitted curve at half-maximal effect; % is scaled to controls: 0 for no effect and ±100 for the full control effect; nearly all actives have a fitted effect of over 75% in size
Target sequence (Q96KQ7 913-1193 limits assumed): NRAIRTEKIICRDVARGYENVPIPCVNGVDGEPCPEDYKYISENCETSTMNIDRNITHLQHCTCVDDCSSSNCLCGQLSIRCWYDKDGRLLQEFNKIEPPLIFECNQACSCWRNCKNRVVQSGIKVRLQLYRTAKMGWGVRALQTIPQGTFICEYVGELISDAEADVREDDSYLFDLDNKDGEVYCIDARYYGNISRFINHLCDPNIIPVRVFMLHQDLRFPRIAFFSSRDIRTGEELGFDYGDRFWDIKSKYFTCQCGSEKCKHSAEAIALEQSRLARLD
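G9a (20 nM) preincubated 15 min RT with compounds, then 500 nM biotinylated H3K9 peptide and 20 uM SAM added; 2 h RT reaction. Monomethyl-H3K9 product detected by AlphaScreen with anti-H3K9me1 antibody, streptavidin donor and anti-rabbit IgG acceptor beads.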
PI4K2A inh = inhibitors of human PI4K2A; activity change, negative = inhibition, % at 76.9 µM; 0.13% of 420,000 active; purified PI4K2A, ADP-Glo luminescence, 1 h; hits give low values; AID 1346378; in the data active = activity change below about -50%; inconclusive = mostly about -30% to -49%;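 also: -100% = wells without enzyme as full effect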
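PI4K2A activity was measured by ADP-Glo luminescence: enzyme (4 ug/mL stock) and phosphatidylinositol (1.2 mM stock) in Tris pH 7.5/MgCl2/EGTA/Triton X-100 buffer were reacted with ATP (300 microM stock) for one hour at ambient temperature.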
HP1b binding inh = HP1-beta chromodomain-methylated histone interaction inhibition; P83916; AlphaScreen HP1-beta / biotin-H3K9me3 peptide binding; Potency, µM (top dose mostly 114 µM), inactives show at the top dose activity change, negative = inhibition, most hits filed as inhibitors; 0.56% of 390,000 active; also: potency is read from the fitted curve at half-maximal effect; nearly all actives have a fitted effect of over 70% in size; inactives centre near 23
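AlphaScreen: HP1-beta (50 nM) preformed 30 min with biotin-H3(1-18)K9me3 peptide (50 nM) in PBS pH 7.4, 0.01% Tween-20. Compound added for 30 min at RT, then streptavidin donor/nickel chelate acceptor beads (10 ug/mL) for 30 min.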
GLS inh = inhibitors of human glutaminase (GLS) | GLS enzymatic activity, qHTS titration | 0.21% of 410,000 active | O94925 | Potency, µM (highest dose often 45.5 µM), for inactives: top-dose activity change, negative = inhibition, actives largely listed as inhibitors; also: potency is read from the fitted curve at half-maximal effect; % is scaled to controls: 0 for no effect and ±100 for the full control effect
Target sequence (O94925 whole entry, looked up): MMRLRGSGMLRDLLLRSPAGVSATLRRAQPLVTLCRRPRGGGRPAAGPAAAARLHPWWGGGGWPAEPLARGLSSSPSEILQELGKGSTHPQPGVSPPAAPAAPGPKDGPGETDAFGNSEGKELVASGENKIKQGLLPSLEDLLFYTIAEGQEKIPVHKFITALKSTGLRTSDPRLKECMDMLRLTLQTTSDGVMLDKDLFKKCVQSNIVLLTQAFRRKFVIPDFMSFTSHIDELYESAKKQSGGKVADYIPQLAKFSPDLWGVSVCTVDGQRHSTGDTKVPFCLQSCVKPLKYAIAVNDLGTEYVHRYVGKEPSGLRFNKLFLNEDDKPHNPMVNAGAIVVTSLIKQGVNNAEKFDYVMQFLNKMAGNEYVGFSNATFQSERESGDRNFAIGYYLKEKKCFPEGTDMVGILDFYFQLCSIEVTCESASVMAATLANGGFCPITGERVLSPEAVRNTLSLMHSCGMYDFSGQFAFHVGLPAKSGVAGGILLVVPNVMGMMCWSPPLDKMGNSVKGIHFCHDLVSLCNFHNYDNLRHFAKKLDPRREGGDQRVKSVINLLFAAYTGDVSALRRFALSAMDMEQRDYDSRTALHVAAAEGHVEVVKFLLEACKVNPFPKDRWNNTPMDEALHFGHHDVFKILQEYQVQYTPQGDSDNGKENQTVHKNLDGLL
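Glutamate formation by hKGA was monitored fluorometrically using coupled glutamate oxidase, HRP and Amplex Red. Substrate was added as 1 mM L-glutamine solution; incubation was 30 min at RT after an initial read.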
Pin1 inh = human Pin1 inhibition | Pin1 FP peptide displacement, HiFluor488, 10 min | Potency, µM (titrated, usually from 115 µM), without a hit: top-dose activity, negative = inhibition, most hits filed as inhibitors | 0.009% of 390,000 active; active = well fitted inhibition curve with a large enough effect in the polarisation, with a control signal flat, not every such curve was filed as active; inconclusive = small, poorly fitted or top-dose-only effect, or effect the other way, or a change in a side signal; inactive = no such curve, though single readings can be large or run the other way; the % refers to the polarisation; also: potency is read from the fitted curve at half-maximal effect; % is scaled to controls: 0 for no effect and ±100 for the full control effect
Tb PGK inh = inhibitors of T. brucei phosphoglycerate kinase; PGK/GAPDH coupled, Kinase-Glo luminescence, 60 min; Potency, µM (series often up to 57.5 µM), for the others: top-dose activity change, negative = inhibition, hits mostly inhibitors; 0.043% of 380,000 active; AID 602233; also: potency is read from the fitted curve at half-maximal effect; % is scaled to controls: 0 for no effect and ±100 for the full control effect; nearly all actives have a fitted effect of over 60% in size
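Luminescent ATP detection (Kinase-Glo Plus) follows a 60-minute room-temperature incubation, with wells lacking PGK as controls. Buffer: 100 mM TEA (pH 7.6), 5 mM MgCl2, 0.01% Tween-20. Coupling enzyme GAPDH (100 nM final) supplies unstable 1,3-BPG in-well.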
BAZ2B block = inhibitors of human BAZ2B bromodomain; Q9UIF8; AlphaScreen BAZ2B-H3K14Ac peptide displacement; Potency, µM (highest dose often 114 µM), without a hit: top-dose activity change, negative = inhibition, most hits filed as inhibitors; 4.4% of 360,000 active; AID 504333; also: potency is read from the fitted curve at half-maximal effect; % is scaled to controls: 0 for no effect and ±100 for the full control effect; nearly all actives have a fitted effect of over 60% in size
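Protein-peptide AlphaScreen: BAZ2B 50 nM, b-H3K14Ac 50 nM, 1x PBS pH 7.4 + 0.01% Tween-20. Preincubation 30 min RT; cpd 30 min RT (top 110 uM); beads 20 min RT, light-protected.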
ERG Ets-DNA blk = inhibitors of human ERG Ets domain-DNA interaction; P11308; fluorescence polarization, His-ERG Ets domain / labelled DNA; Potency, µM (titrated, usually from 76.9 µM), for inactives: at the top dose FP activity, negative = inhibition, actives largely listed as inhibitors; 0.028% of 370,000 active; AID 624246; active = well fitted inhibition curve with a large enough effect in the polarisation, with a control signal flat; inconclusive = small, poorly fitted or top-dose-only effect, or effect the other way, or a change in a side signal; inactive = no such curve, though single readings can be large or run the other way; the % refers to the polarisation;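 also: polarization taken with two DNA probes labelled with fluorescein and Texas red; potency is read from the fitted curve at half-maximal effect; % of control where 0% means no effect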
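His-tagged ERG Ets domain (1 uM in the protein solution; 300mM KCl, 50mM Tris-HCl, 1mM EDTA, 1mM DTT, pH 7.5) received compound, then a probe mix of 5 nM fluorescein-DNA and 100nM Texas-615-DNA. Fluorescence polarization was read for both dyes.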
Starred values were filed as active, the others as inactive; i = inactive; u = inconclusive; x = not tested or not shown; [ ] = another dose, or the depositor's remark. Unless noted, calls follow the shape of the dose curve; as a rule, active = well fitted curve in the direction sought with a large enough effect; inconclusive = small, poorly fitted or top-dose-only effect, or another doubt; inactive = no such curve, though single readings can be large; an effect the other way counts as inactive or inconclusive. Compounds were not picked by outcome (roughly 11% active in at least one column).

nr	JMJD2A Tudor inh	G9a block	PI4K2A inh	HP1b binding inh	GLS inh	Pin1 inh	Tb PGK inh	structure	BAZ2B block	ERG Ets-DNA blk
1	-13.6%	-13.6%[59 µM]	u	28.4%	-11.0%	4.9%	-28.3%	CC1CCCN(C(=O)c2cc3ccc4cccnc4c3[nH]2)C1 (centres undefined)	6.9%[57.1 µM]	3.7%
2	-13.7%	64.0%[activator]	-1.6	26.6%	-3.7%	2.6%	-4.7%	c1ccc(CCn2cnc3ccccc32)cc1	-1.1%	10.0%
3	0.7%	-13.3%[59 µM]	2.9	28.1%	-6.2%	2.6%	-5.5%	O=C(NCCCN1CCCC1=O)c1cc(-c2ccc3c(c2)OCO3)nc2ccccc12	1.6%	8.4%
4	0.7%	16.1%	-0.7	15.8%	0.4%	1.3%	-6.2%	Cc1cc(C)c(S(=O)(=O)Nc2ccccc2C(=O)N2CCCC2)c(C)c1	-23.6%	3.8%
5	-29.4%	50.1µM*	-8.8	2.2%	-2.8%	-9.4%	-3.7%	Cc1ccc(-n2c(C)cc(C(=O)NS(=O)(=O)c3ccc(C)cc3)c2C)cc1	u	u
6	1.9%	0.7%[12.7 µM]	2.6	20.3%	u	-0.8%	-4.5%	Cc1ccc(Cn2ncc3c(N4CCCC4)ncnc32)cc1	9.6%	-13.7%
7	-8.9%	-13.0%[59 µM]	0.7	14.3%	7.5%	-0.1%	-9.8%	O=C(Nc1ccc(S(=O)(=O)N2CCC(c3nc4ccccc4s3)CC2)cc1)c1ccc(F)cc1	-10.9%	-1.7%
8	15.6%	41.6%[59 µM]	-9.1	34.0%	-10.8%	-1.8%	0.7%	O=C(CCc1nc(-c2ccccc2F)no1)Nc1ccc(Oc2ccccc2)cc1	48.1%[activator]	-7.2%
9	3.2%	-2.8%[12.7 µM]	-1.9	23.7%	5.3%	1.0%	5.3%	CCOc1cc(C)c(C(C)C)cc1S(=O)(=O)N1CCOCC1	9.6%	-1.2%
10	1.3%	13.5%[59 µM]	3.8	25.2%	-0.5%	5.1%	16.5%	O=C(NC1CCCCC1)N1CCN(CCc2ccccc2)CC1	-0.3%	-1.4%
11	4.9%	-44.1%	-4.5	33.7%	-4.2%	1.5%	-7.2%	O=C(CCC1CCCC1)NCCS(=O)(=O)N1CCN(c2ccccc2F)CC1	-5.2%	-9.9%
12	3.9%	-2.0%[59 µM]	0.9	27.8%	-10.7%	-3.9%	-3.6%	CCCS(=O)(=O)N1CCC(N2CCN(Cc3ccc(C)cc3)C(=O)C2=O)CC1	5.2%	2.8%
13	-11.7%	3.8%[12.7 µM]	0.7	49.6%[activator]	0.9%	-1.7%	5.1%	CCn1c(Cc2ccccc2)nnc1SCC(=O)c1c(N)n(C2CC2)c(=O)[nH]c1=O	0.9%	11.1%
14	2.2%	2.7%	-0.6	23.5%	-2.7%	-2.8%	-3.2%	CCN(CC)C(=O)C1CC(c2ccc(OC)cc2)=NO1 (centres undefined)	-18.3%	2.8%
15	-8.9%	-7.5%	5.9	6.6%	u	5.0%	0.3%	CCOc1cc(/C=N/NC(=O)c2cc(-c3cccnc3)nc3ccccc23)ccc1O	-3.8%	-0.3%
16	-14.5%	11.3%[0.501 µM]	-5.7	25.4%	-0.7%	-1.4%	-8.1%	Cc1cccc(NC(=O)C2CCCN2C(=O)OCc2ccccc2)c1 (centres undefined)	-6.5%	1.6%
17	-10.4%	x	-8.2	38.9%	1.1%	-8.8%	0.6%	O=C(Cc1ccccc1[N+](=O)[O-])OCC(=O)c1ccccc1Br	x	1.0%
18	4.3%	u	-1.3	35.6%	8.0%	-2.1%	-4.3%	O=C(O)C1CCCN1c1nc(-c2ccc(Cl)c(Cl)c2)cc(C(F)(F)F)n1 (centres undefined)	-2.2%	x
19	u	u	-2.5	22.8%	17.8%	6.1%	-2.4%	CCCS(=O)(=O)c1c(S(=O)(=O)CCC)c2c(N)cccn2c1C(=O)c1ccc(F)cc1	u	6.7%
20	u	x	-1.3	-21.6%	15.2%	u	8.8%	NC(=S)N/N=C1\CC(c2ccc3c(c2)OCCCO3)Oc2ccc(F)cc21 (centres undefined)	25.1µM*	-2.3%
21	-10.8%	-14.1%[12.7 µM]	-3.2	36.0%[activator]	-0.7%	25.3%	-3.2%	CC(C)n1cc(/C=C(\C#N)S(=O)(=O)c2ccccc2)c2ccccc21	-1.8%	-0.7%
22	-26.1%	-48.6%	-1.0	22.8%	6.9%	-0.2%	-3.0%	CCOc1c2ccc(C(=O)NCc3ccc4c(c3)OCO4)cc2nn1CC	9.0%[57.1 µM]	12.7%
23	-14.8%	u	5.8	x	2.9%	-5.1%	i	CCN(C(=O)COc1cc(=O)n(CC)c2ccccc12)c1cc(Cl)ccc1OC	3.8%	-12.2%
24	-9.4%	u	3.1	31.3%[activator]	-1.1%	0.2%	x	O=C1COc2ccc(NC(=O)c3ccccc3C(=O)O)cc2N1	-16.5%	3.3%

An excerpt from above, limited to Tb PGK inh, ERG Ets-DNA blk and PI4K2A inh:
# | molecule | Tb PGK inh | ERG Ets-DNA blk | PI4K2A inh
13 | CCn1c(Cc2ccccc2)nnc1SCC(=O)c1c(N)n(C2CC2)c(=O)[nH]c1=O | 5.1% | 11.1% | 0.7
14 | CCN(CC)C(=O)C1CC(c2ccc(OC)cc2)=NO1 (centres undefined) | -3.2% | 2.8% | -0.6
17 | O=C(Cc1ccccc1[N+](=O)[O-])OCC(=O)c1ccccc1Br | 0.6% | 1.0% | -8.2

New compounds follow.
nr	JMJD2A Tudor inh	G9a block	PI4K2A inh	HP1b binding inh	GLS inh	Pin1 inh	Tb PGK inh	structure	BAZ2B block	ERG Ets-DNA blk
25	-7.1%	-0.8%[59 µM]	-2.5	23.1%	3.0%	-0.6%	-7.0%	Cc1cc(C)n2c(SCc3c(C)noc3C)nnc2n1	-0.8%	-12.6%
26	-11.9%	3.2%[59 µM]	-1.8	51.1%[activator]	1.1%	1.2%	-5.5%	CCc1ccccc1NC(=O)c1cc(S(=O)(=O)NC2CCCC2)ccc1F	7.9%	6.6%
27	-15.8%	-0.9%[12.7 µM]	7.8	51.5%[activator]	2.9%	-0.6%	i	Cn1c(=O)c2cc(S(=O)(=O)NCCC(=O)Nc3ccc(Cl)cc3)ccc2n(C)c1=O	-9.8%	-4.4%
28	-1.7%	u	4.0	27.3%	-6.5%	-1.6%	i	O=C(CN1CCN(c2ccccc2)CC1)Nc1ccc2c(c1)CCC2	u	0.0%
29	-6.7%	-6.6%[59 µM]	1.0	18.6%	8.0%	-0.6%	4.7%	CC(c1ccon1)N(C)Cc1cn[nH]c1-c1ccc(F)cc1F (centres undefined)	-4.4%	-9.7%
30	-0.4%	-7.8%[12.7 µM]	-4.7	28.4%	7.3%	-6.8%	3.9%	O=C(Cn1nnc(-c2ccccc2)n1)NCc1ccco1	4.9%	8.6%
31	1.4%	-3.4%	2.9	28.7%	-2.1%	3.9%	-7.9%	O=C(NCC(=O)N1CCCC(C(F)(F)F)C1)c1ccccc1F (centres undefined)	-6.0%	-4.5%
32	-14.6%	17.0%	0.0	21.1%	6.3%	-7.8%	i	O=C(O)c1ccc(N2C(=O)CC(SC(=Nc3ccccc3)Nc3ccccc3)C2=O)cc1 (centres undefined)	-4.6%	0.1%
33	-27.1%	x	-1.1	24.7%	-8.1%	58.5%[activator]	i	CCN1C(=O)[C@H]2[C@@H](c3ccc(-c4ccc(F)cc4)c(OC)c3)N3CCCC[C@@]3(C(=O)OC)[C@H]2C1=O	x	15.0%
34	-10.4%	8.6%[59 µM]	-29.9	29.1%[57 µM]	0.7%	1.4%	u	O=C(Nc1ccc(C(=O)N2CCCCC2)cc1)c1nsc2ccccc12	3.0%	0.3%
35	0.0%	-5.0%[59 µM]	-0.2	41.1%[activator]	19.1%	-0.8%	-4.0%	Cc1cc(C)cc(OCC(=O)NNC(=O)c2cc3ccccc3o2)c1	-26.4%	-18.2%
36	-0.7%	-29.7%	-0.7	42.0%[activator]	-3.2%	2.2%	-4.8%	O=C(c1ccc(OCC2CCCO2)cc1)N1CCN(S(=O)(=O)c2cccc(F)c2)CC1 (centres undefined)	u	-5.7%

Of the compounds above, these have two or more sulfur atoms.
nr	JMJD2A Tudor inh	G9a block	PI4K2A inh	HP1b binding inh	GLS inh	Pin1 inh	Tb PGK inh	structure	BAZ2B block	ERG Ets-DNA blk
7	-8.9%	-13.0%[59 µM]	0.7	14.3%	7.5%	-0.1%	-9.8%	O=C(Nc1ccc(S(=O)(=O)N2CCC(c3nc4ccccc4s3)CC2)cc1)c1ccc(F)cc1	-10.9%	-1.7%
19	u	u	-2.5	22.8%	17.8%	6.1%	-2.4%	CCCS(=O)(=O)c1c(S(=O)(=O)CCC)c2c(N)cccn2c1C(=O)c1ccc(F)cc1	u	6.7%
